High-throughput results: PubChem BioAssay, National Center for Advancing Translational Sciences (NCATS)
Luc counter = counter-screen: inhibitors of Kinase-Glo firefly luciferase. Q27757. Kinase-Glo luciferase, ATP luminescence, 8 min. Potency, µM (doses to about 38.3 µM), for the others: at the highest dose activity change, negative = inhibition, hits mostly inhibitors. 200,000 compounds, 0.28% hits; note: % is set by controls: 0 for no effect and ±100 for the full control effect; nearly all actives have a fitted effect of over 60% in size
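Light output from Kinase-Glo luciferase with luciferin and 10 uM ATP in 50 mM imidazole pH 7.2, KCl, MgCl2, Tween 20, BSA; compound pin-delivered, 8-min ambient incubation, then luminescence read.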
SMN2 splice enh = SMN2 splice variant enhancement | HEK293 SMN2-luciferase splicing reporter, luminescence, 30-36 h | Potency, µM (titrated, usually from 46.1 µM), for the others: at the highest dose activity change, positive = activation, most hits filed as activators | 210,000 compounds, 2.8% hits | AID 1458; note: % of control where 0% means no effect; nearly all actives have a fitted effect of over 55% in size
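HEK293 cells carry an SMN2 […]–luciferase reporter in which exon 7 inclusion puts luciferase in frame. Cells were plated 10-12 h before compound addition, then incubated 30-36 h at 37C. ONE-Glo luminescence was read; sodium butyrate at 4.5 mM final served as control.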
Epigenetic derep = epigenetic control regulation, reporter derepression; murine LDR cells, GFP reporter derepression, 30 h; Potency, µM (top dose mostly 53.9 µM), inactives show top-dose GFP activation, most hits filed as activators; 280,000 compounds, 0.2% hits; note: % of control where 0% means no effect; nearly all actives have a fitted effect of over 60% in size
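Derepression of a silenced CMV-GFP reporter in murine LDR cells is scored by enumerating GFP-positive cells with a laser-scanning microplate cytometer after 30 hours of treatment at 37 C.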
GoLoco inh red = inhibitors of human Gai1-RGS12 GoLoco interaction (red fluorophore). P63096. Gai1:RGS12 GoLoco peptide FP, rhodamine, 10 min. Potency, µM (doses to about 61.6 µM), for inactives: at the top dose activity, negative = inhibition, usual class: inhibitors. 230,000 compounds, 0.44% hits; active = well fitted inhibition curve with a large enough effect, not every such curve was filed as active; inactive = no such curve, though single readings can be large or run the other way; note: % is set by controls: 0 for no effect and ±100 for the full control effect; nearly all actives have a fitted effect of over 30% in size; many of its hits are not listed in these tables
IMPase Li inh = membrane-permeable IMPase blocker, potentiated with lithium; AID 1457; 210,000 compounds, 0.35% hits; Potency, µM (highest dose often 59.4 µM), without a hit: top-dose activity, negative = IMPase inhibition, hits mostly inhibitors; CHO-M1 cells, IP1 TR-FRET (IP-One), carbachol + lithium;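 note: IP1 builds up when IMPase is blocked and the TR-FRET signal falls; plate controls were basal vehicle for no effect and high inhibitor control for full effect; nearly all actives have a fitted effect of over 50% in size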
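CHO cells stably expressing M1 receptor (2000/well, cultured 16–30 h) treated 30 min at 37C with compound plus low lithium. Cytosolic IP1 by TR-FRET (665/620 ratio and 620 channel) after 10 min lysis; AC50 by Hill fit.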
KDM4E inh = JMJD2E (human) inhibition; B2RXH2; JMJD2E catalytic domain, FDH-coupled NADH fluorescence (FDH is formaldehyde dehydrogenase); Potency, µM (series often up to 57.1 µM), for inactives: at the top dose activity change, negative = inhibition, actives largely listed as inhibitors; 230,000 compounds, 1.6% hits; AID 2147; active = well fitted inhibition curve with a large enough effect, not every such curve was filed as active; inconclusive = small, poorly fitted or top-dose-only effect, or another doubt; inactive = no such curve, though single readings can be large or run the other way;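 note: 0% = wells with enzyme and -100% = buffer wells without enzyme; nearly all actives have a fitted effect of over 50% in size; many of its hits are not listed in these tables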
Target sequence (B2RXH2 1-337 limits assumed): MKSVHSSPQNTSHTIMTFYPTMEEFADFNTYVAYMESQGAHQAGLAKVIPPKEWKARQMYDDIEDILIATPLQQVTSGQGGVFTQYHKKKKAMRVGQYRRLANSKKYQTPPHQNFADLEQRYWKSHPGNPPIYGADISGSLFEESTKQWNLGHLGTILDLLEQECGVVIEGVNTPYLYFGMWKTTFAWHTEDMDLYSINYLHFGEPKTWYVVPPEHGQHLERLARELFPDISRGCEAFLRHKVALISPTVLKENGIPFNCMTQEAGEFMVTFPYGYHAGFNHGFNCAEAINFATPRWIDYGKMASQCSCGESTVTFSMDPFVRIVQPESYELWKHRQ
NPSR antagonist = blocks cAMP signaling of the human neuropeptide S receptor; Q6W5P4; CHO-NPSR cells, cAMP TR-FRET, antagonist mode; Potency, µM (doses to about 38.3 µM), for inactives: at the highest dose activity change, negative = inhibition, most hits filed as inhibitors; 220,000 compounds, 1% hits; note: % is set by controls: 0 for no effect and ±100 for the full control effect; nearly all actives have a fitted effect of over 50% in size; many of its hits are not listed in these tables
RECQ1 helicase = RECQ1 (human) helicase inhibition. Potency, µM (series often up to 57.3 µM), for the others: top-dose activity, negative = inhibition, most hits filed as inhibitors. 240,000 compounds, 0.54% hits. RECQ1 DNA unwinding, red fluorescence kinetic read. AID 2549;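 note: plate controls were vehicle for no effect and no enzyme for full effect; nearly all actives have a fitted effect of over 30% in size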
Target sequence (P46063 whole entry, looked up): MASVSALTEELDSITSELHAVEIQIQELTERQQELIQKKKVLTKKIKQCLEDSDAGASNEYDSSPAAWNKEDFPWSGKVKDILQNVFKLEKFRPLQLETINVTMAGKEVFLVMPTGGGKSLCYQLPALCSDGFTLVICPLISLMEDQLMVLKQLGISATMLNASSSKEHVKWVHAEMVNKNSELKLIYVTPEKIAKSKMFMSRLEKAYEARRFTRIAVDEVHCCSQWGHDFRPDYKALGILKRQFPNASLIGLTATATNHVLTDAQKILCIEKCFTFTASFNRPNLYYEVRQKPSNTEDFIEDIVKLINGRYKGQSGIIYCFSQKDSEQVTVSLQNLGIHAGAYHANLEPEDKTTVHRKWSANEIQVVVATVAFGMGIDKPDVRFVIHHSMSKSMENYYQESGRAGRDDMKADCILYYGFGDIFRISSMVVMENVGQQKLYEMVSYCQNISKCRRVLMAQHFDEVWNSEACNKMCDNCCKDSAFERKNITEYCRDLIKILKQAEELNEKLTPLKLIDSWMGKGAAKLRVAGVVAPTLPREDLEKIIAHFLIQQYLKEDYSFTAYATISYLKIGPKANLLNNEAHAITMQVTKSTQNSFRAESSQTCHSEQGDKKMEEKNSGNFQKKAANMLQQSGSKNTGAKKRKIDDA
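50 nM RECQ1T1 preincubated 15 min with compound in Tris pH 8.0 buffer with MgCl2, DTT, Tween-20 and 2.5 ug/ml poly(dI-dC); started with 200 nM TAMRA/BHQ-2 forked duplex and 2 mM ATP. Unwinding read as fluorescence (525/598 nm), two reads 2 h apart.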
Numbers without * were called inactive; i = inactive; u = inconclusive; x = no result given; [ ] = remark or other dose. Unless noted, calls come from the whole dose curve; as a rule, active = well fitted curve in the direction sought with a large enough effect; inconclusive = small, poorly fitted or top-dose-only effect, or another doubt; inactive = no such curve, though single readings can be large; an effect the other way counts as inactive or inconclusive. Potency is the fitted concentration of half-maximal effect.

SMILES	Luc counter	SMN2 splice enh	Epigenetic derep	GoLoco inh red	IMPase Li inh	KDM4E inh	NPSR antagonist	RECQ1 helicase
Cc1ccc(C(=O)NCCN(C)C)cc1C	-1.5%	-10.0%	0.0%	-1.9%	12.5%[38.3 µM]	-5.1%	0.6%[46.1 µM]	i
CN1CCCc2cc(C=O)ccc21	-4.9%	-12.0%	-1.2%	-16.8%	18.4%	-4.3%	-11.6%[46.1 µM]	-12.7%
O=C(NCCN=C1NS(=O)(=O)c2ccccc21)c1ccc(S(=O)(=O)N2CCOCC2)cc1	-1.0%	4.4%	2.5%	-9.0%	21.5%[38.3 µM]	5.5%	-0.7%[46.1 µM]	-6.0%
Cc1nn(Cc2ccccc2)c(Cl)c1C(=O)NC(C)(C)C	-1.5%	0.1%	-2.0%	-0.6%	-5.8%	-0.4%	4.8%	-6.9%
O=C(CCCC(=O)OCC(Cl)=C(Cl)Cl)Nc1cccc2ccccc12	x	x	0.0%	x	x	3.6%	-18.8%[46.1 µM]	-1.0%
COc1ccc(CCC(=O)Nc2cccc(S(=O)(=O)N(C)C)c2)cc1OC	3.1%	-29.0%	0.0%	-3.4%	-9.4%	3.2%	19.5%	-11.5%
CC(=O)NCC(=O)OCC(=O)c1ccc(Cl)cc1	-0.1%	-1.1%	4.2%	-11.0%	0.3%	-0.5%	7.2%	i
CCN(CC)CCCNC(=O)c1cc2c(Cl)nc3ccccc3c2s1	-0.6%	-20.7%	2.4%	10.0%	11.4%	-12.3%	6.3%	26.7%
CN(C)/C=N/c1nc2ncc(-c3ccc(Cl)cc3)c(/N=C/N(C)C)n2n1	-2.7%	4.6%	0.2%	-7.3%	-4.0%	u	-6.1%	-5.0%
CN(C)/C=C1\C(=O)N(C)N=C1C(F)(F)F	-1.1%	3.9%	-4.1%	3.0%	u	4.9%	5.7%	u
Cc1ccc2nc(-c3ccc(NC(=O)CN4CCN(c5ccccn5)CC4)cc3)sc2c1	x	x	6.1%	18.3%	x	u	u	-4.5%
Cc1nn(-c2ccccc2)c(N2CCCC2)c1/C=C1\N=C(c2ccccc2)OC1=O	-0.9%	12.1%	14.7%	0.8%	5.9%	-4.1%	8.4%	-6.4%
COc1cc(C2NC(=O)NC3=C2C(=O)OC3)cc(OC)c1OC (stereo not given)	x	x	1.1%	9.7%	x	5.3%	14.2%	-2.8%
COc1ccc2cc(S(=O)(=O)c3ccccc3)c(=O)oc2c1	x	x	0.0%	10.6%	x	u	-10.7%	-5.5%
Cc1ccccc1-n1c(SCC(=O)N/N=C/c2ccccc2OCC(=O)O)nc2ccccc2c1=O	x	x	1.9%	3.0%	x	-8.2%	2.2%	-0.4%
Oc1c(Br)cc(Br)c2cccnc12	-2.9%	-57.0%[inhibitor]	u	1.4%	13.6%	20µM*	x	i
O=C1CC(NCCc2ccccc2)C(=O)N1CCc1ccccc1 (stereo not given)	x	x	1.1%	2.2%	x	1.5%	-9.5%	i
COc1ccc(C(=O)COc2ccc(F)cc2)c(O)c1	x	x	-1.1%	5.5%	x	-2.1%	-19.6%	-2.9%
CSc1cccc(NC(=O)C2CCCN(S(=O)(=O)c3ccc(F)cc3)C2)c1 (stereo not given)	-0.8%	-30.8%[inhibitor]	1.2%	-0.9%	9.6%	-0.3%	-25.2%[46.1 µM]	-1.6%
COC(=O)CSc1[nH]c2cc(C)ccc2c1[N+](=O)[O-]	-3.3%	x	0.0%	8.1%	12.6%	u	1.9%	-3.8%
O=Cc1sc(Nc2ccccc2)nc1Cl	-0.3%	-17.0%	1.3%	116.6%[activator]	4.8%	-12.6%	-32.1%	i
O=C(O)COc1ccc2c3c(c(=O)oc2c1)CCCC3	-0.4%	-8.0%	-2.5%	4.5%	-4.8%	u	11.5%	i
Cn1c(N)c(C(=O)COC(=O)/C=C/c2ccc(S(=O)(=O)N3CCOCC3)cc2)c(=O)n(C)c1=O	x	x	2.0%	3.0%	x	-0.7%	-5.9%	-2.7%
CCOC(=O)CSc1nc(C)cc2c1C(=O)OC2	0.6%	-3.7%	-1.4%	-1.8%	-7.3%	-5.3%	6.9%	-10.6%
Cc1cc(C)n2nc(Nc3ccccc3)cc2n1	-6.8%	25.3%	4.5%	8.3%	-16.3%[38.3 µM]	u	5.1%[7.67 µM]	-5.0%
O=C(O)c1sccc1S(=O)(=O)Nc1ccccc1N1CCCCC1	1.2%	-5.8%	0.5%	-8.7%	6.5%	-2.1%	x	15.7%
CC[C@]12CCCN3CCc4c(n(c5ccccc45)C(=O)C1)[C@H]32	2.1%	x	-0.2%	1.9%	13.4%	4.4%	x	-10.0%
O=C(CSc1nnc(COc2ccccc2)o1)NCCc1ccccc1	-0.2%	7.7%	0.8%	0.9%	-1.8%[38.3 µM]	1.9%	-2.2%[46.1 µM]	-14.9%
CC1(C)C(=O)OC(c2cccc([N+](=O)[O-])c2)C2(CCCCC2)C1=O (stereo not given)	1.7%	12.8%	-0.8%[10.1 µM]	34.2%[activator]	14.2%	-4.7%	-36.8%	4.0%
Cc1ccccc1NCC(=O)N/N=C/c1ccc([N+](=O)[O-])cc1	1.8%	-8.3%	6.3%	-1.9%	7.2%	3.4%	-11.2%	-16.0%
Cc1ccc(N2NC(=O)/C(=C/c3ccc(-c4ccc(Cl)c(C(=O)O)c4)o3)C2=O)cc1C	x	x	-1.2%	5.0%	0.9%	-3.8%	11.0%	i
CCOC(=O)c1[nH]nc2c1C(=O)N(CC)C2=O	-2.9%	-2.3%	0.8%	-4.0%	2.7%[38.3 µM]	-4.5%	-2.5%[46.1 µM]	-6.1%
O=C(NCCCN1CCOCC1)c1sc2cc(Cl)ccc2c1Cl	-2.8%	-4.2%	-1.5%	2.0%	6.0%	-5.3%	-4.0%	-10.0%
N#Cc1ccc(NC(=O)COC(=O)C2Cc3ccccc3CN2C(=O)c2ccccc2)cc1 (stereo not given)	-1.9%	-42.3%[inhibitor]	1.0%	6.2%	12.0%	-9.5%	-35.2%	-15.7%
O=C(CN1CCC(n2nnc3cc(F)ccc32)CC1)Nc1ccc2c(c1)CCC2	2.7%	-13.6%	-3.6%	11.2%	14.3%	7.3%	-19.5%[46.1 µM]	-17.7%
O=C(Nc1ccnc(-c2ccncc2)n1)c1cccs1	-3.3%	-9.5%	1.4%	-0.9%	6.0%	-2.3%	-0.3%	-0.6%
COC(=O)c1cc2cc(NS(=O)(=O)c3ccc(C)cc3)ccc2s1	1.8%	-9.6%	9.2%	0.1%	6.4%	3.8%	-15.4%[46.1 µM]	i
CC(C)(C)NCCOc1ccc(Br)cc1	16.1%	-14.8%	-2.7%	5.8%	4.2%[38.3 µM]	u	-8.6%[46.1 µM]	-5.0%
COc1ccc(CCNC(=O)C(C)Sc2ccc(C)cc2)cc1OC (stereo not given)	0.0%	-17.3%	-4.1%	-8.0%	-4.1%	8.2%	3.1%	-13.1%
O=C(NCCN1C(=O)C2C3C=CC(C3)C2C1=O)Nc1ccccn1 (stereo not given)	-2.5%	4.8%	0.0%	-3.7%	6.0%[38.3 µM]	10.4%	0.9%[46.1 µM]	-2.2%

Records listed above printed as active in KDM4E inh.
Molecule	SMN2 splice enh	Epigenetic derep	GoLoco inh red	IMPase Li inh	KDM4E inh	NPSR antagonist	RECQ1 helicase
Oc1c(Br)cc(Br)c2cccnc12	-57.0%[inhibitor]	u	1.4%	13.6%	20µM*	x	i

Later entries
SMILES	Luc counter	SMN2 splice enh	Epigenetic derep	GoLoco inh red	IMPase Li inh	KDM4E inh	NPSR antagonist	RECQ1 helicase
NCCC[C@H](N)CC(=O)N[C@H]1CNC(=O)[C@@H]([C@@H]2C[C@H](O)N=C(N)N2)NC(=O)/C(=C/NC(N)=O)NC(=O)[C@@H](CO)NC(=O)[C@@H](CO)NC1=O	0.7%[17.1 µM]	0.5%[20.6 µM]	2.4%[16.9 µM]	10.3%[21.6 µM]	-1.5%	0.4%[25.5 µM]	x	-5.3%[25.9 µM]
Brc1ccc(N/N=C(/N=Nc2nn[nH]n2)c2ccccc2)cc1	u	-116.8%[inhibitor]	-4.1%	12.0%	-1.4%	25.1µM*	-60.0%	-6.1%
CCOc1ccccc1NC(=O)CSc1nc2cccnc2n1C	14.4%	-27.1%	-2.8%	8.9%	6.5%[38.3 µM]	2.1%	-19.0%[46.1 µM]	-12.4%
CCC(=O)NC(=S)Nc1ccc(NC(=O)c2ccc(C)c([N+](=O)[O-])c2)cc1	0.4%	-32.0%[inhibitor]	1.0%	5.2%	-7.9%	-1.5%	-11.5%	3.7%
COc1cc(SC)ccc1C(=O)NCCCOC(C)C	0.5%	2.9%	-1.1%	1.3%	22.6%[38.3 µM]	0.2%	-7.8%[46.1 µM]	1.2%
CC(C)CNC(=O)CC(=O)N/N=C/c1ccc(F)cc1	14.3%	-18.3%	0.1%	-1.6%	-4.8%	2.9%	12.7%	1.9%
NS(=O)(=O)c1ccc(N=Cc2ccc(Br)s2)cc1	-0.5%	-3.3%	-1.0%	10.2%	-6.4%	1.5%	5.0%	-11.5%
Fc1ccc(CNC(=S)NC2CCCCCC2)cc1	0.5%	28.5%	2.6%	4.5%	2.4%	-5.7%	-23.9%	i
CCCn1c(C)nc2c(N3CCCN(Cc4ccccc4)CC3)nc(C)nc21	-3.1%	-46.5%[inhibitor]	1.1%	3.4%	10.2%	4.3%	x	-8.7%
Cc1sc2c(c1C)CN(CCN1CCOCC1)CN2C(=O)c1ccccc1	0.0%	-16.8%	-4.8%	1.8%	-0.7%	15.3%	-35.3%	i
COCC(=O)N1CCC2(CCCN(C(=O)Nc3ccccc3)C2)CC1	-2.3%	4.6%	x	6.1%	9.3%	x	x	-8.1%
CC(Nc1c([N+](=O)[O-])c(=O)oc2ccccc12)C(Cl)c1ccccc1 (stereo not given)	1.5%	-0.6%	-1.1%	-8.7%	-1.1%[38.3 µM]	-2.8%	-21.8%[46.1 µM]	5.6%
O=C(O)c1ccccc1Sc1ccccc1S(=O)(=O)NC1CCCCC1	x	x	0.1%	9.4%	x	0.4%	3.2%	i
COc1cc2nc(CN(C)CC(=O)Nc3ccc(N4CCOCC4)cc3)[nH]c(=O)c2cc1OC	-26.1%	4.0%	-3.2%	-1.4%	-2.0%[38.3 µM]	4.1%	-28.0%[46.1 µM]	-0.9%

A portion of the library; the hit share may differ from the screen's.
